IP6K1 inh – blocks human inositol hexakisphosphate kinase 1; Q92551; IP6K1 kinase, ADP-Glo luminescence, 2 h; hits give low values; activity change, % (series mostly up to about 58 µM); 0.81% of 140,000 active; in the data active = activity change below about -25%
Target sequence (Q92551 whole entry, looked up): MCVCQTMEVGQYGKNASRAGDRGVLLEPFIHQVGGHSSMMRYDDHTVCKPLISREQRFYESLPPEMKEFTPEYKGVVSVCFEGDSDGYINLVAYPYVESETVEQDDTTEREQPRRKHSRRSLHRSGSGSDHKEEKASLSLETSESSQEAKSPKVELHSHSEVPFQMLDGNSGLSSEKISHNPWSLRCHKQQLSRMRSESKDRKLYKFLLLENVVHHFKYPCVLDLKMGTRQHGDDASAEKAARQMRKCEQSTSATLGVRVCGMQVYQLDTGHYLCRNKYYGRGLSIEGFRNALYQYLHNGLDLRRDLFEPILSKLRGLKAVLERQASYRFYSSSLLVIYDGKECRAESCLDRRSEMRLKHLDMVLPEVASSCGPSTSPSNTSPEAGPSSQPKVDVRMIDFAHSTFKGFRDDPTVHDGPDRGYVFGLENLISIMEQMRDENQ
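ADP-Glo luminescence measures ADP made by human IP6K1 during a 2 h RT reaction with ATP/IP6 (mix at 1.3 mM/130 uM); top library doses 57.5 and 19.1 uM final.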
HEK293 tox – cytotoxic compounds in HEK 293 cells | Potency, µM (titrated, usually from 115 µM), inactives show at the highest dose activity change, negative = cytotoxicity, actives largely listed as inhibitors | HEK 293 viability, ATP luminescence (CellTiter-Glo), 48-72 h | 6.6% of 94,000 active; also: potency is read from the fitted curve at half-maximal effect; nearly all actives have a fitted effect of over 60% in size
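ATP-coupled CellTiter-Glo luminescence served as viability read-out, recorded 10 min after reagent addition at room temperature. HEK 293 cells, 250 cells/well, had been incubated with pintool-transferred compound for 48 or 72 hr at 37 degree Celsius.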
SNCA expr inh – inhibitors of alpha-synuclein (SNCA) gene expression; HEK-293 SNCA-luciferase knock-in, luminescence, 24 h; Potency, µM (titrated, usually from 57.2 µM), for inactives: at the highest dose activity change, negative = inhibition, usual class: inhibitors; 0.17% of 140,000 active; AID 1671194;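 also: potency is read from the fitted curve at half-maximal effect; plate controls were DMSO cells for no effect and cell-free wells for full effect; nearly all actives have a fitted effect of over 45% in size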
GPT2 inh – GPT2 alanine aminotransferase inhibition. Recombinant GPT2, coupled pyruvate oxidase/HRP Amplex Red fluorescence. AID 1671188. Q8TD30. Potency, µM (series often up to 57.7 µM), for inactives: at the top dose activity change, negative = inhibition, hits mostly inhibitors. 0.25% of 100,000 active; also: potency is read from the fitted curve at half-maximal effect; nearly all actives have a fitted effect of over 60% in size; many of its hits are not listed in these tables
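Fluorescence read-out: pyruvate from GPT2 turnover coupled to pyruvate oxidase, HRP and Amplex Red (0.2mM ThPP, 0.2U/mL PO and HRP, 50uM Amplex final). Substrates 250uM a-KG, 2mM L-alanine; enzyme 10ng/uL; 30 min RT.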
HEK293 viab – cell viability loss counter-screen; HEK-293-SNCA-luc viability, GF-AFC fluorescence, 24 h; Potency, µM (titrated, usually from 57.1 µM), without a hit: top-dose activity change, negative = cytotoxicity, usual class: cytotoxic; 0.12% of 150,000 active; AID 1671193;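 also: potency is read from the fitted curve at half-maximal effect; 0% = DMSO-treated cells and -100% = medium-only wells without cells; nearly all actives have a fitted effect of over 30% in size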
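Cytotoxicity counterscreen: after 24 h compound treatment of genome-edited SNCA-luciferase HEK-293 cells, live-cell protease substrate GF-AFC read by fluorescence after 30 min; activity scaled between DMSO (0%) and medium-only (-100%), curves Hill-fitted.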
FLuc inh – Photinus pyralis luciferase inhibition. P08659. purified P. pyralis luciferase, luminescence, biochemical. Potency, µM (series often up to 115 µM), inactives show at the highest dose activity change, negative = inhibition, actives largely listed as inhibitors. 2.5% of 76,000 active. AID 1347043; also: potency is read from the fitted curve at half-maximal effect; nearly all actives have a fitted effect of over 65% in size
Target sequence (P08659 whole entry, looked up): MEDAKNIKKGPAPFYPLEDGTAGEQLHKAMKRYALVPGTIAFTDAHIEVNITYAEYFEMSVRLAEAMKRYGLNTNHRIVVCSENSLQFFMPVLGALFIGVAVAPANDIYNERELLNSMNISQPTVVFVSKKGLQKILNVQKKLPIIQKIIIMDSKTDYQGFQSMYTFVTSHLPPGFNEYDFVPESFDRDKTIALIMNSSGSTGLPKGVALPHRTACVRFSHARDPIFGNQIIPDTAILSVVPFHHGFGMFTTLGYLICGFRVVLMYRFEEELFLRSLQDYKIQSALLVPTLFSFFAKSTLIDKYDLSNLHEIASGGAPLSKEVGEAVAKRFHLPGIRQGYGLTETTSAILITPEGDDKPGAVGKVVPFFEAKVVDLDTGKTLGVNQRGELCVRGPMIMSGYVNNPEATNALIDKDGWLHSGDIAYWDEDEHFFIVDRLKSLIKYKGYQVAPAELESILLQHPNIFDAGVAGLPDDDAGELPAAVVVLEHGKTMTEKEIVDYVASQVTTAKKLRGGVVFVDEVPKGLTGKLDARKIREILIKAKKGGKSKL
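Luminescence read by CCD imaging after purified firefly luciferase (10nM final) was added to substrate buffer holding 10uM D-luciferin and 10uM ATP, pH 7.5, pre-dosed with compound.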
NIH3T3 tox – NIH 3T3 cell cytotoxicity. NIH 3T3 viability, CellTiter-Glo ATP luminescence, 48-72 h. Potency, µM (series often up to 96.7 µM), without a hit: at the highest dose activity change, negative = cytotoxicity, usual class: inhibitors. 4.3% of 94,000 active. AID 1345082; also: potency is read from the fitted curve at half-maximal effect; nearly all actives have a fitted effect of over 55% in size
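First NIH 3T3 cells are plated at 400 cells/well; next compound is pinned in; then plates incubate 48 or 72 hr at 37 °C; finally CellTiter-Glo is added and luminescence read after 10 min.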
An asterisk follows results filed as active; i = inactive; ? = inconclusive; . = no result given; [ ] = remark or other dose. Unless noted, calls follow the shape of the dose curve; as a rule, active = well fitted curve in the direction sought with a large enough effect; inconclusive = small, poorly fitted or top-dose-only effect, or another doubt; inactive = no such curve, though single readings can be large; an effect the other way counts as inactive or inconclusive. Unless noted, % is scaled to controls: 0 for no effect and ±100 for the full control effect. This is a subset (hit frequency here may not be typical).

Screens in order – IP6K1 inh, SNCA expr inh, HEK293 viab, GPT2 inh, NIH3T3 tox, FLuc inh, HEK293 tox
> c1ccc(-c2cn([C@H]3CO[C@H]4[C@@H]3OC[C@@H]4NCC3CCCCC3)nn2)nc1
    -10, 7%[87.6 µM], 0%[87.6 µM], ?, ?, 1%[172 µM], ?
> Cc1[nH]c2ccc(C(=O)NCCCN3CCCCC3)cc2c1C
    -3, 24%, 4%, ., ., ., .
> COCCNC(=O)c1cn2cc(-c3ccc(C)cc3)sc2n1
    8, 111%[activator][87.6 µM], 8%[87.6 µM], -10%[88.5 µM], ?, ., 100µM*
> CS(=O)(=O)N1CCC(N2C(=O)C(OCC3CC3)C23CCCCC3)CC1 (stereo not given)
    -2, 22%, -5%, -9%, -4%, -2%, -7%
> CSc1ccc(-c2cccc(C(=O)NCCNC(=O)N(C)C)c2)cc1
    7, 24%, -5%[12.5 µM], i, ?, ., 25µM*
> CCCN(CC1CCOC1)S(=O)(=O)c1ccc(C(C)C)cc1 (stereo not given)
    -1, 19%, 11%, i, -16%, 9%, ?
> CCOCCCNC(=O)[C@H]1CCC[C@H]1NC(=O)c1ccc(OC)nc1
    7, -9%, -15%, i, -16%, 4%, -5%
> COc1cc2c(cc1OC)C(COc1ccccc1OC)N(C(=O)c1ccccc1OC)CC2 (stereo not given)
    -2, -11%, 5%, ., ., ., .
> CCc1ccccc1-n1c(C)nc2cc(C(=O)NCCc3ccc(Cl)cc3)ccc21
    5, ?, -20%, ., ., ., .
> COc1ccc(C(=O)NC2CCN(c3ccc(C)cc3)C2=O)cc1F (stereo not given)
    -1, 3%, 3%, -14%, -3%, 9%, ?
> COc1ccc(NCc2cccn2-c2nnc(N3CCOCC3)s2)cc1OC
    16, 57%, 2%, ., ., ., .
> COc1ccccc1OCC(=O)c1ccc2c(c1)N(CCCC(=O)NCC1CCCO1)C(=O)CO2 (stereo not given)
    1, 4%, -16%, i, -32%, -11%, ?
> O=C1CC(c2noc(COc3ccccc3)n2)CN1C1CCCCC1 (stereo not given)
    37, -9%, 8%, i, ?, 4%, ?
> CN(C)C(=O)C1CCc2nnc(CNC(=O)Nc3cccnc3)n21 (stereo not given)
    3, ?, 3%, 3%, i, ., i
> Cc1ccc(-c2cc(C(=O)NCc3c(C)cc(C)[nH]c3=O)c3c(c2)N(C(C)C)CCO3)cc1
    3, ?, -7%, 0%, ?, 5%, ?

Single records, as listed above. Order of values: IP6K1 inh, SNCA expr inh, HEK293 viab, GPT2 inh, NIH3T3 tox, FLuc inh, HEK293 tox
Results for `Cc1ccc(-c2cc(C(=O)NCc3c(C)cc(C)[nH]c3=O)c3c(c2)N(C(C)C)CCO3)cc1` = 3, ?, -7%, 0%, ?, 5%, ?
Results for `CN(C)C(=O)C1CCc2nnc(CNC(=O)Nc3cccnc3)n21` (stereo not given) = 3, ?, 3%, 3%, i, ., i

(cont.)
Screens in order – IP6K1 inh, SNCA expr inh, HEK293 viab, GPT2 inh, NIH3T3 tox, FLuc inh, HEK293 tox
> CCN1CCCN(C(=O)CC2CCCCC2)CC12CCOCC2
    19, 12%, 15%, i, -13%, ., 2%
> Cc1ccc(-c2ccccc2C=O)cc1Cl
    -18, 4%[87.6 µM], 1%[87.6 µM], -6%[88.5 µM], ?, ., ?
> Cc1cn2nc(C(=O)NCc3ccncc3)cc2c(N2CCSCC2)n1
    -4, -4%, 27%, i, -21%, -7%, 4%
> Cc1ccc(NC(=O)CSc2nc3ccccc3n2CC(=O)N(C)C2CCCCC2)cc1C
    15, 8%, ?, ., ., ., .
> CC(C)c1noc(C2CCCN(Cc3cc(=O)c4cccc(F)c4[nH]3)C2)n1 (stereo not given)
    11, 8%, -24%, i, ?, 0%, ?
> Cc1ccccc1C(=O)Nc1ccc([C@H]2OCC(=O)N(C)[C@@H]2CO)cc1
    -13, ?, 5%[87.6 µM], 5%[88.5 µM], -24%[138 µM], -5%[172 µM], -7%[172 µM]
> COCCN1CCCCCC(O)c2cc(C(=O)N3CCN(C(C)C)CC3)ccc21 (stereo not given)
    2, 6%, -12%, 3%, -20%, 1%, -6%
> Cc1ccc(C)c(S(=O)(=O)c2nnn3c2nc(Nc2ccc(C)c(C)c2)c2sccc23)c1
    -12, 3%, -12%, ., ., ., .
> Cc1cc(C)c(NC(=O)C(C)n2nnc3sc(-c4ccccc4)cc3c2=O)c(C)c1 (stereo not given)
    38, 14%, 4%, ., ., ., .
> CC(C)NC(=O)c1ccccc1NC(=O)c1nsc2ccccc12
    18, 9%, 1%, ., ., ., .
> Cc1cccc(N2C(=O)CSC23C(=O)N(CC(=O)NCCc2ccccc2)c2ccccc23)c1 (stereo not given)
    4, -11%, 0%, ., ., ., .
> Cc1ccc(C(=O)c2oc3ccccc3c2NC(=O)COc2ccc(Cl)c(C)c2)cc1
    8, 27%, 3%, ., ., ., .
> C=CCO[C@@H]1CCN2C(=O)c3cc(-c4ccc(OC)cc4)ccc3NC(=O)[C@H]12
    -17, 3%[87.6 µM], -2%[87.6 µM], i, -27%[174 µM], ?, ?
> CC[C@@H](NC(=O)CC1CCN(Cc2ccccc2)CC1)C1CC(O)C1 (stereo not given in full)
    0, -22%, -18%, i, 2%, -11%, -12%
> CCOC(=O)N1CCc2c(sc3c2c(=O)n(Cc2ccccc2)c(=O)n3CC(=O)Nc2ccc(C)cc2C)C1
    50, -2%, 0%, ., ., ., .

Given with bars between the fields: part of the list above.
smiles | IP6K1 inh | SNCA expr inh | HEK293 viab | GPT2 inh | NIH3T3 tox | FLuc inh | HEK293 tox
Cc1ccc(C)c(S(=O)(=O)c2nnn3c2nc(Nc2ccc(C)c(C)c2)c2sccc23)c1 | -12 | 3% | -12% | . | . | . | .
Cc1cc(C)c(NC(=O)C(C)n2nnc3sc(-c4ccccc4)cc3c2=O)c(C)c1 (stereo not given) | 38 | 14% | 4% | . | . | . | .
CC(C)NC(=O)c1ccccc1NC(=O)c1nsc2ccccc12 | 18 | 9% | 1% | . | . | . | .
Cc1cccc(N2C(=O)CSC23C(=O)N(CC(=O)NCCc2ccccc2)c2ccccc23)c1 (stereo not given) | 4 | -11% | 0% | . | . | . | .

The listing continues:
Screens in order – IP6K1 inh, SNCA expr inh, HEK293 viab, GPT2 inh, NIH3T3 tox, FLuc inh, HEK293 tox
> COc1ccc(CNC(=O)[C@@H]2C[C@@H](c3ccc(F)cc3)N(Cc3ccccc3)C2)cc1OC
    10, -5%, 0%, -4%, -21%, 0%, ?
> CCCNC(=O)N1CCCC1c1nc(CCOCC2CC2)no1 (stereo not given)
    15, 20%, 12%, 3%, 5%, -1%, i
> CCCCc1nn2c(=O)cc(COC(=O)COc3ccc(C)cc3)nc2s1
    12, -26%, -11%, ., ., ., .
> CCOc1cc(C(=O)N2CCC(Cc3nc(-c4ccc(F)cc4)no3)CC2)cc(OCC)c1OCC
    18, ?, -24%, -15%, 32µM*, -3%, 35µM*
> Cc1cc(C)c(S(=O)(=O)N(Cc2ccc(-c3cccc(S(C)(=O)=O)c3)cc2)Cc2ccc(C(F)(F)F)o2)c(C)c1
    3, ., 0%, -1%, ., ., .
> CN1CC(=O)N(c2ccccc2F)Cc2c(NCc3cccc(C(F)(F)F)c3)ncnc21
    -13, 16%, 7%, i, ?, 5%, ?
> COc1ccc(NC(=O)C2CCCN(S(=O)(=O)c3ccc4[nH]c(=O)ccc4c3)C2)cc1Cl (stereo not given)
    -7, 7%, 1%, ., ., ., .
> O=C(c1cccc2[nH]ccc12)N1C[C@@H](CO)[C@H](c2nc(C3CC3)no2)C1
    -5, 18%, 1%, -2%, -6%, -8%, 3%
> Cc1cc(C)cc(NC(=O)C2CCC(CNS(=O)(=O)c3ccc4c(c3)C(C)(C)C(=O)N4C)CC2)c1 (stereo not given)
    2, -27%, -3%, ., ., ., .
> CCOc1ccc(-c2c(C)nn3c(C)c(C(=O)Nc4ccccc4C(=O)OC)cnc23)cc1OCC
    -7, -7%, -5%, ., ., ., .
> CCc1cccc(C)c1NC(=O)Cn1nc(C)n2cccc2c1=O
    -4, -13%, 7%, ., ., ., .
> Cc1nc(N2CCCCC2)ncc1C(=O)N1CCC2(CCCNC2=O)C1 (stereo not given)
    8, 4%, 24%, 0%, -3%, -4%, 2%
> CCOC(=O)c1ccn(-c2nc(-c3cccc(OC)c3)cc(C(F)(F)F)n2)n1
    -5, 9%, -13%, ., ., ., .
> Cc1ccc(Nc2c(-c3cccc(Cl)c3)nc3cccc(C)n23)cc1
    19, -23%, -3%, ., ., ., .
> CCN(CC)Cc1cnc2c(C(=O)NC3(c4ccccc4)CC3)cnn2c1
    -10, 11%, -8%, i, -2%, 1%, 4%

More entries:
Screens in order – IP6K1 inh, SNCA expr inh, HEK293 viab, GPT2 inh, NIH3T3 tox, FLuc inh, HEK293 tox
> CC(=O)c1ccc(NC(=O)CSc2nc(=O)n(Cc3ccccn3)c3c2CCC3)cc1
    -6, 17%, -12%, ., ., ., .
> CC(C(=O)N1CCN(c2cc(-c3ccccc3)[nH]n2)CC1)c1ccccc1 (stereo not given)
    -3, 7%, -5%, -26%, ?, 10%, ?
> COc1ccc(C2CC(=O)N(Cc3ccccc3)c3c2c(C)nn3-c2nc(C)cc(C)n2)c(OC)c1 (stereo not given)
    1, 39%[activator], -16%, ., ., ., .
> COc1cc(NC(=O)N2c3ccccc3CC2c2nc(C3CC3)no2)cc(OC)c1 (stereo not given)
    7, 4%, -12%, i, -25%, 10%, -29%
> O=C(c1ccc(Br)s1)N(Cc1cccnc1)c1nc2ccc(F)cc2s1
    -18, 42%[activator], -1%, ., ., ., .
> O=C1NCCC[C@@H]1NC(=O)[C@@H]1CN(C(=O)c2cccc(F)c2)CCN1C(=O)c1cnccn1
    0, -17%, 4%, 2%, -3%, 2%, -10%
> CN(Cc1ccccc1)c1ncccc1CNC(=O)CN1CCOC1=O
    33, ?, 9%, -13%, 1%, -6%, -2%
> O=C(Cc1cccc(F)c1)NCCC1CCN(C(=O)Nc2ccccc2)CC1
    -8, 14%, 5%, i, -5%, -3%, -3%
> CCOc1ccc(CNC(=O)Cn2ccc3cc(S(=O)(=O)N4CCCCCC4)ccc32)cc1
    17, 0%, 6%, ., ., ., .
> COc1cccc(-c2cc(-c3c(C)noc3C)c3cncn3c2)c1
    -11, 9%[87.6 µM], -8%[87.6 µM], -5%[88.5 µM], 40µM*, -1%[172 µM], ?
> CCn1nccc1C(=O)N1CCCN(C)c2ccccc21
    -10, 22%, 5%, 5%, ?, -11%, ?
> Cc1cccc(C(=O)Nc2ccc3oc(-c4cccc5c(Br)cccc45)nc3c2)c1
    -6, -3%, -13%, ., ., ., .
